Htt clearance: mutant huntingtin protein clearance | HeLa Exon1htt(103Q)mCFP, aggregate imaging; zero = plate's median compound well | inhibition, % at 1.5 µM | 47,000 tested, 0.42% active | AID 853;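 active = inhibition of aggregate fluorescence above about 70%, also judged a hit by eye on the cell image, limit read from the data, passing the limit was not always enough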;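 also: cells exposed to compound for three days before fixation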
Htt clearance grain fraction: further read-out of Htt clearance, marked with its call; fraction fluorescence in grains; measured here: aggregate grain fluorescence fraction; active compounds read low;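 scaled fraction of total cell fluorescence in grains with unit not stated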
* marks the source's active call; other numbers are inactive results; & = joins results of further samples. A portion of the library; rates above refer to the full screens.

Cn1cc(/C=N/n2cnc3sc4c(c3c2=O)CCCC4)c2ccccc21 was read as Htt clearance -4 and Htt clearance grain fraction 36.
For COc1cc(OC)c(OC)cc1CN(C)C(c1ccccc1)c1nnnn1-c1ccccc1C (stereo unspecified) the results were Htt clearance -35 and Htt clearance grain fraction 41.
Screening CC(=O)c1cccc(NC(=O)COc2ccc(S(=O)(=O)N3CCCCC3)cc2)c1 returned Htt clearance 67 and Htt clearance grain fraction 6.4.
For Clc1cccc(-c2nc3nc4ccccc4nc3n2Cc2ccco2)c1 the results were Htt clearance 40 and Htt clearance grain fraction 19.
Screening O=S1(=O)N=C(Oc2ccccc2)c2ccccc21 returned Htt clearance -22 and Htt clearance grain fraction 21.
Screening CN(C)c1ccc(P(=O)(OCc2ccccc2)C(O)c2ccncc2)cc1 (stereo unspecified) returned Htt clearance 74* and Htt clearance grain fraction 7.4*.
Screening CN1CCC(OC(=O)c2cccc(Br)c2)CC1 returned Htt clearance 0 and Htt clearance grain fraction 20.
For CSCc1cc(N(C)C)nc(SCc2ccc(Cl)c(Cl)c2)n1 the results were Htt clearance -32 and Htt clearance grain fraction 28.
`CCOC(=O)CN1C2=NCCN2c2ccccc21` gave Htt clearance 14 and Htt clearance grain fraction 32.
Cc1ccc(OCCCC(=O)N2CCOCC2)c(C)c1 was read as Htt clearance 17 and Htt clearance grain fraction 38.
CN(C)/C=C(\C(=O)c1ccc(Cl)cc1)c1nnnn1-c1ccc(Cl)cc1 was read as Htt clearance -30 and Htt clearance grain fraction 22.
Screening CCCc1cc(=O)oc2cc(C)cc(OCC(=O)O)c12 returned Htt clearance 12 and Htt clearance grain fraction 18.
For CCSc1nnc(N2C(=O)CC(c3ccsc3)C3=C2CC(C)(C)CC3=O)s1 (stereo unspecified) the results were Htt clearance 40 and Htt clearance grain fraction 20.
`COc1ccc2nc3oc(C(=O)Nc4ccc(OC)c(OC)c4)cc3cc2c1` gave Htt clearance 12 and Htt clearance grain fraction 19.
For COc1ccc(CCNC(=O)c2nnc(Cc3ccc(Cl)cc3)o2)cc1OC the results were Htt clearance -18 and Htt clearance grain fraction 53.
Screening CC(Sc1ccc2c(c1)OCCO2)C(=O)Nc1ncc(Cl)cc1Cl (stereo unspecified) returned Htt clearance 64 and Htt clearance grain fraction 14.
For COc1cccc(N(CC(=O)Nc2cccc(N(C)S(C)(=O)=O)c2)S(C)(=O)=O)c1 the results were Htt clearance -6 and Htt clearance grain fraction 19.
`COc1ccc(OC)c(NC(=O)CCN2CCCCC2)c1` gave Htt clearance 9 and Htt clearance grain fraction 17.
`N#CC[n+]1cc(-c2ccc(Cl)cc2)n2c1CCC2` gave Htt clearance -20 and Htt clearance grain fraction 24.
Screening Cn1c(=O)c2cc(S(=O)(=O)NC(C(=O)N3CCCCCC3)c3ccccc3)ccc2n(C)c1=O (stereo unspecified) returned Htt clearance -31 and Htt clearance grain fraction 44.
Screening COC(=O)CCN(C1CCCCC1)S(=O)(=O)c1ccc(S(=O)(=O)N2CCCCC2)cc1 returned Htt clearance 3 and Htt clearance grain fraction 33.
`CC12C=CC3(O1)C(C(=O)N(c1ccccc1)C3C(=O)NC1CCCC1)C2C(N)=O` (stereo unspecified) gave Htt clearance -26 and Htt clearance grain fraction 24.
For COc1ccccc1NC(=O)Cn1cnc2c(cnn2-c2ccc(C)c(C)c2)c1=O the results were Htt clearance 34 and Htt clearance grain fraction 12.
For COC(=O)c1ccc(N(C(=O)c2ccco2)C(C(=O)NC2CCCC2)c2ccco2)cc1 (stereo unspecified) the results were Htt clearance 31 and Htt clearance grain fraction 13.
Screening Fc1cccc(-c2cc3nc4c(c(NCc5ccco5)n3n2)CCCC4)c1 returned Htt clearance 14 and Htt clearance grain fraction 29.
For Cc1nc2ccccc2n1CCCOc1ccccc1 the results were Htt clearance 1 and Htt clearance grain fraction 19.
Screening COc1ccc(CCN2CC(O)=C(c3nc4ccccc4c(=O)[nH]3)C2=N)cc1OC returned Htt clearance 21 and Htt clearance grain fraction 15.
For CCS(=O)(=O)N1CCCC(C(=O)NCCCN2CCCC2=O)C1 (stereo unspecified) the results were Htt clearance -74 and Htt clearance grain fraction 55.
`COc1ccc(CCNC(=O)C2CCN(S(=O)(=O)c3ccc(OC)c(OC)c3)CC2)cc1` gave Htt clearance -27 and Htt clearance grain fraction 30.
Screening N#Cc1c(/N=C/N2CCCC2)oc(-c2ccccc2)c1-c1ccccc1 returned Htt clearance -71 and Htt clearance grain fraction 60.
`O=C1CCC(=O)N1OCCCCOc1ccccc1` gave Htt clearance -12 and Htt clearance grain fraction 24.
Screening CCOC(=O)N1CCC(N2C(=O)c3ccccc3C2Nc2cc(Cl)c(OC)cc2OC)CC1 (stereo unspecified) returned Htt clearance 28 and Htt clearance grain fraction 22.
`CC(=O)c1cccc(NC(=O)c2cc(C(C)C)on2)c1` gave Htt clearance 9 and Htt clearance grain fraction 33.
For CCCCC(NC(C)=O)c1nc2ccccc2n1CCC (stereo unspecified) the results were Htt clearance 10 and Htt clearance grain fraction 40.
`CN(C)C(=O)N1CCC(C(=O)NCc2ccc(F)cc2)CC1` gave Htt clearance -88 and Htt clearance grain fraction 85.
Screening CCC(=O)N1CCN(c2ccc(Cl)cc2NC(=O)c2ccc3c(c2)OCCO3)CC1 returned Htt clearance -14 and Htt clearance grain fraction 22.
CCC(C)(C)NC(=O)C(c1ccc(C)cc1)N(Cc1cccnc1)C(=O)c1csnn1 (stereo unspecified) was read as Htt clearance 19 and Htt clearance grain fraction 14.
For CC(=O)c1cc(C#N)c(SCCC(C)C)nc1C the results were Htt clearance 11 and Htt clearance grain fraction 16.
`CCOC(=O)C1C(=O)CC(C)(O)C(C(=O)OCC)C1c1cccc(OC)c1` (stereo unspecified) gave Htt clearance 31 and Htt clearance grain fraction 23.
Cc1c2c(nc3c(C(=O)NC4CCCCC4C)cnn13)CCCC2 (stereo unspecified) was read as Htt clearance 1 and Htt clearance grain fraction 19.
COc1cc(NC(=O)CSc2nc3ccccc3c(=O)n2C)ccc1NC(=O)c1ccco1 was read as Htt clearance -20 and Htt clearance grain fraction 49.
Screening Cc1cc(C(F)F)n2ncc(C(=O)N3CCC(C(N)=O)CC3)c2n1 returned Htt clearance 6 and Htt clearance grain fraction 18.
`COc1ccc(N(CN2C(=O)C3C4C=CC(C4)C3C2=O)C(=O)c2ccco2)cc1` (stereo unspecified) gave Htt clearance 9 and Htt clearance grain fraction 31.
`Cc1cccc(NC(=S)NNC(=O)c2csc(C(C)C)c2)c1` gave Htt clearance -75 and Htt clearance grain fraction 33.
For CC(OC(=O)c1cc2sccc2n1C)C(=O)NCc1cccs1 (stereo unspecified) the results were Htt clearance -26 and Htt clearance grain fraction 28.
`CN1C(=S)SC(/[N+]([O-])=C\c2ccccc2)C1(C)C` (stereo unspecified) gave Htt clearance -47 and Htt clearance grain fraction 58.
`O=C(NC1=NCCS1)C1CC(=O)N(c2ccccc2)C1` (stereo unspecified) gave Htt clearance 13 and Htt clearance grain fraction 30.
For C=CCn1cc(-c2ccc(Cl)cc2)cc(C#N)c1=O the results were Htt clearance -26 and Htt clearance grain fraction 27.
CCS(=O)(=O)N1CCN(C(=O)C(c2ccccc2)c2ccccc2)CC1 was read as Htt clearance 51 and Htt clearance grain fraction 9.
For COCCNC(=O)c1ccc(CS(=O)(=O)c2ccc(Cl)cc2)o1 the results were Htt clearance 9 and Htt clearance grain fraction 19.
`O=C(Nc1ccc(Br)cn1)c1ccc2nccnc2c1` gave Htt clearance 32 and Htt clearance grain fraction 11.
For Cc1ccc(C(=O)NCCSC(C)(C)C)cc1 the results were Htt clearance 14 and Htt clearance grain fraction 15.
Cc1cc(S(=O)(=O)N2CCCC2)ccc1OCC(=O)NCc1ccco1 was read as Htt clearance -19 and Htt clearance grain fraction 46.
`O=C(NC1CCCCC1)N1CCN(c2ncccn2)CC1` gave Htt clearance 37 and Htt clearance grain fraction 15.
For COCc1cc(C)nc(SCC(=O)Nc2cc3c(cc2C#N)OCO3)c1C#N the results were Htt clearance 51 and Htt clearance grain fraction 19.
`COC(=O)c1ccccc1NS(=O)(=O)c1cn(C)c(=O)n(C)c1=O` gave Htt clearance inactive and Htt clearance grain fraction 241.
For Cc1cccc2c(-c3ccccc3)cc(=O)[nH]c12 the results were Htt clearance 32 and Htt clearance grain fraction 13.
`CCOc1ccc(S(=O)(=O)Nc2ccccc2SC)c2cccnc12` gave Htt clearance 13 and Htt clearance grain fraction 32.
`CCOC(=O)C1CCCN(CCCc2ccccc2)C1` (stereo unspecified) gave Htt clearance -12&-60 and Htt clearance grain fraction 58&30.
Screening CCN(CC)CCCNC(=O)Cc1c(C(=O)O)n(C)c2ccccc12 returned Htt clearance -2 and Htt clearance grain fraction 19.
CC1Cc2nc(SCC(=O)N3CCN(c4ccccc4)CC3)n(C)c(=O)c2S1 (stereo unspecified) was read as Htt clearance 25 and Htt clearance grain fraction 35.
O=c1[nH]c(CN2CCc3ccccc32)nc2scc(-c3cccs3)c12 was read as Htt clearance -28 and Htt clearance grain fraction 51.
COc1cc(NC(=O)c2cc(C)on2)cc(OC)c1OC was read as Htt clearance -31 and Htt clearance grain fraction 39.
`COc1cc(Br)cc(CN2CCN(C/C=C/c3ccccc3)CC2)c1O` gave Htt clearance -14 and Htt clearance grain fraction 21.
For COC1(OC)C(=N/O)/C(=N\O)CCC1O (stereo unspecified) the results were Htt clearance -69 and Htt clearance grain fraction 51.
`C/C(=N\NC(=S)Nc1ccc(F)cc1)C1CC1` gave Htt clearance -18 and Htt clearance grain fraction 46.
For CC(C)NC(=O)c1cc(=O)n(C)c(=O)n1C the results were Htt clearance 33 and Htt clearance grain fraction 13.
Screening CCNC(=O)c1cc(Br)ccc1Cl returned Htt clearance 29 and Htt clearance grain fraction 17.
Screening COc1ccccc1NC(=O)c1cn(C)c(=O)c2cc(OC)c(OC)cc12 returned Htt clearance 9 and Htt clearance grain fraction 30.
COc1cc(/C=N/N(C)c2ccccc2)ccc1O was read as Htt clearance 22 and Htt clearance grain fraction 15.
For CC(=O)c1c(C(C)=O)c(C)n(-c2nc(-c3cccs3)c(C)s2)c1C the results were Htt clearance -40 and Htt clearance grain fraction 30.
`COc1cc2c(C(=O)N3CCN(C)CC3)c(C)n(-c3ccccc3)c2cc1Br` gave Htt clearance 5 and Htt clearance grain fraction 38.
Cc1nc(C)c(C(=O)C2=C(O)C(=O)N(CCN3CCOCC3)C2c2cccs2)s1 (stereo unspecified) was read as Htt clearance -1 and Htt clearance grain fraction 19.
Screening CCOC(=O)C(CC)Sc1ncnc2c1nnn2-c1ccc(F)cc1 (stereo unspecified) returned Htt clearance 32 and Htt clearance grain fraction 26.
`O=C(COc1ccccc1)N(Cc1ccco1)C1CCS(=O)(=O)C1` (stereo unspecified) gave Htt clearance -44 and Htt clearance grain fraction 30.
`O=C(Nc1ccccc1)c1cc(N2CCOCC2)nc2ccccc12` gave Htt clearance -45 and Htt clearance grain fraction 57.
For OCCCNC(c1ccccc1)c1ccc(O)cc1 (stereo unspecified) the results were Htt clearance 8 and Htt clearance grain fraction 18.
For O=C(CN(Cc1ccc(F)cc1)C(=O)C1CSC(=O)C1)NC1CCCCC1 (stereo unspecified) the results were Htt clearance -56 and Htt clearance grain fraction 60.
For O=C(Cn1ncc2c1-c1ccccc1OC2)N1CCN(c2ccccn2)CC1 the results were Htt clearance -47 and Htt clearance grain fraction 46.
Screening O=C(NCCN1CCN(c2ccccc2F)CC1)C1CCCN(S(=O)(=O)c2cnc[nH]2)C1 (stereo unspecified) returned Htt clearance 0 and Htt clearance grain fraction 45.
Screening COc1ccc(-c2cc(C(=O)N3CCN(c4ccccc4)CC3)c3ccccc3n2)cc1OC returned Htt clearance 15 and Htt clearance grain fraction 17.
Screening O=C(Cn1c(CO)nc2ccccc21)Nc1cc(C(F)(F)F)ccc1N1CCOCC1 returned Htt clearance -1 and Htt clearance grain fraction 40.
Screening Cn1c(=O)c2c(nc(NCc3ccco3)n2Cc2ccccc2Cl)n(C)c1=O returned Htt clearance 0 and Htt clearance grain fraction 20.
NC(=O)c1ccc(C(F)(F)F)n(Cc2ccccc2Cl)c1=O was read as Htt clearance 9 and Htt clearance grain fraction 19.
Screening C=C(C)COc1ccc(-c2[nH]ncc2-c2ccccc2OC)c(O)c1 returned Htt clearance 20 and Htt clearance grain fraction 34.

Gathered by group: the compounds so far with fluorine
Screening Fc1cccc(-c2cc3nc4c(c(NCc5ccco5)n3n2)CCCC4)c1 returned Htt clearance 14 and Htt clearance grain fraction 29.
`CN(C)C(=O)N1CCC(C(=O)NCc2ccc(F)cc2)CC1` gave Htt clearance -88 and Htt clearance grain fraction 85.
Screening Cc1cc(C(F)F)n2ncc(C(=O)N3CCC(C(N)=O)CC3)c2n1 returned Htt clearance 6 and Htt clearance grain fraction 18.
`C/C(=N\NC(=S)Nc1ccc(F)cc1)C1CC1` gave Htt clearance -18 and Htt clearance grain fraction 46.
Screening CCOC(=O)C(CC)Sc1ncnc2c1nnn2-c1ccc(F)cc1 (stereo unspecified) returned Htt clearance 32 and Htt clearance grain fraction 26.
For O=C(CN(Cc1ccc(F)cc1)C(=O)C1CSC(=O)C1)NC1CCCCC1 (stereo unspecified) the results were Htt clearance -56 and Htt clearance grain fraction 60.
Screening O=C(NCCN1CCN(c2ccccc2F)CC1)C1CCCN(S(=O)(=O)c2cnc[nH]2)C1 (stereo unspecified) returned Htt clearance 0 and Htt clearance grain fraction 45.
Screening O=C(Cn1c(CO)nc2ccccc21)Nc1cc(C(F)(F)F)ccc1N1CCOCC1 returned Htt clearance -1 and Htt clearance grain fraction 40.
NC(=O)c1ccc(C(F)(F)F)n(Cc2ccccc2Cl)c1=O was read as Htt clearance 9 and Htt clearance grain fraction 19.

Fetched by compound from the list above (two):
Screening O=C(Cn1c(CO)nc2ccccc21)Nc1cc(C(F)(F)F)ccc1N1CCOCC1 returned Htt clearance -1 and Htt clearance grain fraction 40.
Screening Cn1c(=O)c2c(nc(NCc3ccco3)n2Cc2ccccc2Cl)n(C)c1=O returned Htt clearance 0 and Htt clearance grain fraction 20.

Compound activity deposited in PubChem by Columbia University Molecular Screening Center.
